GBA enhancer: increases beta-glucosidase activity in Gaucher fibroblasts; P04062; L444P Gaucher fibroblasts, 4-MU-glucoside fluorescence, 3 days; activation, % at 10 µM; 30,000 tested, 0.44% active; in the data active = activation above about 65%;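 also: 0% = vehicle wells and 100% = positive control wells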
Target sequence (P04062 whole entry L483P): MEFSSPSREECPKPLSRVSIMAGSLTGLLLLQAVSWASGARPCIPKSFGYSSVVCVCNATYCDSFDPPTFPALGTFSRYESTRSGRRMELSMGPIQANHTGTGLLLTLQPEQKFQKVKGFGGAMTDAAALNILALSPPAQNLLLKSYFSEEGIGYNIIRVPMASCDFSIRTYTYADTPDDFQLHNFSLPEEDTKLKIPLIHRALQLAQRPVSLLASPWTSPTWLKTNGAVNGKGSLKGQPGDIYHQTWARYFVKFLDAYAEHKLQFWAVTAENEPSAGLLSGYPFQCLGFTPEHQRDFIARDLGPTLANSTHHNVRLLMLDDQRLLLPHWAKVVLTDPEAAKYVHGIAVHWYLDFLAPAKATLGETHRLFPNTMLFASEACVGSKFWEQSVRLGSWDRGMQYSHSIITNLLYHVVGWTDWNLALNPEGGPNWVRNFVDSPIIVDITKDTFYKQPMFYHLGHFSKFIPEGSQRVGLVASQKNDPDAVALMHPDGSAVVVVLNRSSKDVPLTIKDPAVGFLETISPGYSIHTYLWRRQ
* marks the source's active call; other numbers are inactive results. An excerpt (hit frequency here may not be typical).

The first 16 records as a preview:
SMILES	GBA enhancer
COc1cc(OC)nc(NC(=O)CSc2nc3ccccc3[nH]2)n1	3.6
Cc1ccc(-c2nnn(CC(=O)N(CC(=O)NC3CCCCC3)c3cnc4ccccc4c3)n2)o1	2.0
CCN(c1cccc(C)c1)S(=O)(=O)c1ccc2[nH]c(=O)c(=O)[nH]c2c1	-2.4
COc1ccccc1NC(=O)CN1CCN(CC(=O)Nc2ccc3c(c2)OCCO3)CC1	49.5
CCN1CCCC(OC(=O)Nc2ccccc2)C1 (stereo not given)	-4.0
CN1CCn2c1nc(N1CCOCC1)nc2=O	-54.1
CC(C)Sc1nc2c(c(=O)n(C)c(=O)n2C)n1C	-45.4
CCCOC(=O)Nc1nc2ccccc2o1	-5.7
C=CCNC(=O)c1cc(-c2ccc(Br)cc2)on1	34.8
CCOC(=O)c1c(NC(=O)c2ccc(S(=O)(=O)N3CCOCC3)cc2)sc2c1CCN(C)C2	-72.2
CCCS(=O)(=O)N1CCCC(C(=O)NCc2cccnc2)C1 (stereo not given)	-14.8
CC(C)c1cc(C(N)=O)c(NC(=O)C2CCC2)s1	-42.1
COc1cc(S(=O)(=O)N2CCCC3(CCCCC3)C2)ccc1-n1cnnn1	-4.9
O=C(NC1CC1)c1scc2c1OCCO2	-8.3
CCOc1ccc2nc(NC(=O)CSc3nnc(-c4ccncc4)n3CC3CCCO3)sc2c1 (stereo not given)	-10.9
O=C(Nc1cccc(NC(=O)c2ccco2)c1)c1ccc2c(c1)OCO2	6.6

This part in full, from the first entry:
SMILES	GBA enhancer
COc1cc(OC)nc(NC(=O)CSc2nc3ccccc3[nH]2)n1	3.6
Cc1ccc(-c2nnn(CC(=O)N(CC(=O)NC3CCCCC3)c3cnc4ccccc4c3)n2)o1	2.0
CCN(c1cccc(C)c1)S(=O)(=O)c1ccc2[nH]c(=O)c(=O)[nH]c2c1	-2.4
COc1ccccc1NC(=O)CN1CCN(CC(=O)Nc2ccc3c(c2)OCCO3)CC1	49.5
CCN1CCCC(OC(=O)Nc2ccccc2)C1 (stereo not given)	-4.0
CN1CCn2c1nc(N1CCOCC1)nc2=O	-54.1
CC(C)Sc1nc2c(c(=O)n(C)c(=O)n2C)n1C	-45.4
CCCOC(=O)Nc1nc2ccccc2o1	-5.7
C=CCNC(=O)c1cc(-c2ccc(Br)cc2)on1	34.8
CCOC(=O)c1c(NC(=O)c2ccc(S(=O)(=O)N3CCOCC3)cc2)sc2c1CCN(C)C2	-72.2
CCCS(=O)(=O)N1CCCC(C(=O)NCc2cccnc2)C1 (stereo not given)	-14.8
CC(C)c1cc(C(N)=O)c(NC(=O)C2CCC2)s1	-42.1
COc1cc(S(=O)(=O)N2CCCC3(CCCCC3)C2)ccc1-n1cnnn1	-4.9
O=C(NC1CC1)c1scc2c1OCCO2	-8.3
CCOc1ccc2nc(NC(=O)CSc3nnc(-c4ccncc4)n3CC3CCCO3)sc2c1 (stereo not given)	-10.9
O=C(Nc1cccc(NC(=O)c2ccco2)c1)c1ccc2c(c1)OCO2	6.6
CCC(Sc1nncn1C)C(=O)Nc1ccccc1OC (stereo not given)	-21.5
Cn1c(NCC2CCCO2)nc2c1c(=O)n(Cc1ccccc1)c(=O)n2C (stereo not given)	-8.6
NC(=O)c1cnn2c(C(F)(F)F)cc(-c3ccc(F)cc3)nc12	-48.4
Cc1cc(NC(=O)COc2ccc(Cl)cc2Cl)n(CCC#N)n1	-11.3
O=C(NCCCn1ccnc1)Nc1cccc(Cl)c1	-2.6
COc1ccc(CC(=O)NCc2nnc(SCC(=O)N3CCN(c4ccccc4)CC3)n2C)cc1	-19.0
CCN(CC)CCNC(=O)CS(=O)Cc1nc(-c2ccc(C)cc2)oc1C (stereo not given)	-8.6
O=C1CN(C(=O)c2ccc(Br)o2)C(c2ccc(F)cc2)c2cc(Cl)ccc2N1 (stereo not given)	-8.0
C=CCOC(=O)C1=C(C)Nc2nnnn2C1c1cc(OC)ccc1OC (stereo not given)	-20.1
O=C(NC12CC3CC(CC(C3)C1)C2)C1CCCN1C(=O)NC1CCCCC1 (stereo not given)	-17.4
CC(C)CN(C(=O)COC(=O)Cc1n[nH]c(=O)c2ccccc12)C1CCS(=O)(=O)C1 (stereo not given)	-36.2
Cc1cc(N2CCN(C(=O)c3ccco3)CC2)n2nc(C)c(-c3ccc(Cl)cc3)c2n1	-0.9
Nc1nc(SCC(=O)NCc2ccccc2)n[nH]1	-2.0
Cn1nnnc1SCC(=O)N1c2ccccc2Sc2ccc(Cl)cc21	-22.3
Cn1nnnc1SCC(=O)Nc1ccccc1Cl	-5.9
CC1(C(=O)O)CCC(C(=O)Nc2ccccc2)C1(C)C (stereo not given)	-28.6
Nc1cc(N)nc(SCC(=O)Nc2ccc(Br)cc2Cl)n1	-10.8
Cn1cc(/C=N/n2cnc3scc(-c4ccc(Cl)cc4)c3c2=O)c2ccccc21	22.4
CCc1ccccc1NS(=O)(=O)c1cc(C)ccc1OC	-24.6
Cc1ccc(-n2nnc3c(=O)oc4ccccc4c32)cc1	-15.1
COc1cc(C(=O)Nc2nc3ccc(S(=O)(=O)N4CCOCC4)cc3s2)cc(OC)c1OC	-29.9
O=C(c1ccco1)N1CCN(C(=O)c2cc(-c3ccccn3)nc3ccc(Cl)cc23)CC1	-3.6
O=C(CSc1nc2c(c(=O)n1-c1ccc(Br)cc1)SCC2)Nc1nccs1	-20.7
CCOC(=O)N1CCC(NC(=O)CCN2C(=O)C3C4C=CC(C4)C3C2=O)CC1 (stereo not given)	-36.9
CN(C)c1ccc(CNn2cnnc2SCc2ccccc2F)cc1	-0.6
FC(F)(F)c1cnc2c(c1)Nc1ccccc1S2	-8.6
CCc1cc2cc(C)cc(C)c2nc1SCC(=O)N1CCN(C(=O)c2ccco2)CC1	23.0
COCCNC(=O)C1CC(=O)N(CCc2ccccc2)C1 (stereo not given)	15.2
CCC(CO)NCCNC(CC)CO (stereo not given)	-31.9
CCCOC(=O)Nc1cc(OC)c(Cl)cc1OC	-6.7
Cc1nnc(NC(=O)C2(c3ccccc3)CCOCC2)s1	-18.4
O=C(COC(=O)C1=COCCO1)Nc1ncc(C(F)(F)F)cc1Cl	2.9
Cc1ccc2c(c1)N(CC(=O)NC1CCCCC1C)C(=O)CO2 (stereo not given)	-2.5
c1cc2[nH]snc2c2nc(C3CC3)nc12	-30.4
COC(=O)NC1(C(F)(F)F)NC(=O)N(C2CCCCC2)C1=O (stereo not given)	0.5
Cc1cc(C(=O)CN2C(=O)c3ccccc3S2(=O)=O)c(C)n1-c1ccccc1	-31.7
COc1cccc(NC(=O)C2CC(=O)N=C(N)S2)c1 (stereo not given)	7.0
O=C(CCS(=O)(=O)Cc1ccccc1)NCc1ccco1	-4.3
O=C(CNC(=O)c1ccco1)OC(C(=O)c1ccccc1)c1ccccc1 (stereo not given)	-5.0
O=c1c2c3c(sc2nc2sc(C4CC4)nn12)CCCC3	-7.8
CCCC(=O)Nc1nc(C(=O)OCC)cs1	-13.7
COCCCNC(=O)C1CC(=O)N(C2CCCC2)C1 (stereo not given)	2.2
CC(C)CCOCC(=O)Nc1cccc(C(=O)O)c1	-3.3
Cc1cc(C(=O)COC(=O)c2n[nH]c3ccccc23)c(C)n1C	-23.5

(next part)
SMILES	GBA enhancer
Cc1ccc(CS(=O)(=O)Cc2ccc(C(=O)NCc3ccco3)o2)cc1	-22.9
CN1[C@@H](CC(=O)c2ccccc2)CCC[C@H]1C[C@H](O)c1ccccc1	-15.2
Cc1cccc(N2CCN(C(=O)c3cc4n(n3)C(C(F)(F)F)CC(c3ccco3)N4)CC2)c1C (stereo not given)	-5.8
CN1C(=O)CC(C(=O)Nc2ccc(F)cc2)SC1=Nc1ccc2c(c1)OCO2 (stereo not given)	-10.8
CCOC(=O)c1nn(-c2ccccc2C)c(=O)c(C#N)c1C	-0.4
CCOC(=O)CNC(=O)c1nn(-c2cccc(OC)c2)c(=O)c2ccccc12	-11.0
CCOC(=O)C1CCN(c2cc(=O)n(C3CCCCC3)c(=O)[nH]2)CC1	-4.2
N#CC1=C(N)Oc2n[nH]c(-c3cccs3)c2C1c1ccco1 (stereo not given)	5.0
CC1S/C(=C(\C#N)C(=O)NCc2ccco2)N(Cc2ccco2)C1=O (stereo not given)	-3.1
CCCCOc1ccc(C(O)(CCC)CCN2CCOCC2)cc1 (stereo not given)	9.6
CCC(Sc1ncccc1C(=O)O)C(=O)N1CCCC1 (stereo not given)	-32.1
CCN(CCCNC(=O)C1CCN(S(=O)(=O)CC)CC1)c1cccc(C)c1	1.8
Cc1csc(NC(=O)c2ccc(C)c(S(=O)(=O)N3CCCCC3)c2)n1	-7.5
CC(=O)c1ccc(OC(=O)C2CC(=O)N(c3cccc(C)c3)C2)cc1 (stereo not given)	1.8
CSc1nnc2c3cc(C)ccc3n(Cc3ccccc3)c2n1	-9.6
N#CC1=C(N)Oc2n[nH]c(-c3cccs3)c2C1c1cccs1 (stereo not given)	3.0
O=C(NCCc1c[nH]c2ccccc12)C1CCN(c2nnc(N3CCCC3=O)s2)CC1	-12.5
O=C(CC1(O)C(=O)Nc2cc(Cl)cc(Cl)c21)c1ccccc1O (stereo not given)	-13.6
CCOCCn1c(N2CCN(c3ccc(OC)cc3)CC2)nc2c1c(=O)n(C)c(=O)n2C	10.9
Cc1ccc2c(c1)C(O)(CC(=O)c1cccnc1)C(=O)N2 (stereo not given)	-4.4
OC(CN1CCCCC1)CN(c1ccccc1)c1ccccc1 (stereo not given)	5.4
COc1ccc(CCNC(=O)CCNS(=O)(=O)c2cccc3nsnc23)cc1OC	-11.4
CCOc1ccc(CNC23CN4CN(CN(C4)C2)C3)cc1	-8.2
Cc1c(Br)cc(C(=O)NCCCN2CCOCC2)c(C)c1C	-2.1
O=C(CN1C(=O)CSC1=O)c1ccccc1	-7.2
CSCCC(NC(=O)C1CCC(C)CC1)C(=O)N1CCN(c2ccccn2)CC1 (stereo not given)	-43.1
Cc1ccc(S(=O)(=O)c2cc3c(=O)n4ccccc4nc3n(CC3CCCO3)c2=N)cc1C (stereo not given)	-30.4
CCC(CC)C(=O)Nc1cccc(C(=O)N2CCCCCC2)c1	-2.4
Cc1ccc(NC(=O)CCC(C(=O)O)N2C(=O)c3ccccc3C2=O)cc1 (stereo not given)	6.0
O=C(NC1CCCCC1)C(c1ccc(F)cc1)N(Cc1ccco1)C(=O)Cn1nnc2ccccc21 (stereo not given)	-54.6
CC(=O)C1C(c2ccncc2)NC(=O)NC1(O)C(F)(F)F (stereo not given)	13.6
CON(C)c1nc(Oc2ccc(=O)[nH]n2)nc(N(C)C)n1	-33.3
Cc1occc1-c1nnc(SCC(=O)Nc2nccs2)n1CCc1ccccc1	-3.5
COC(=O)c1cn(CC(=O)NC2CCCCC2)c2ccccc12	10.9
Cc1ccc(N)cc1-n1c(C)ccc1C	-29.2
Oc1c(I)cc(I)c2cccnc12	-20.8
CC(CN(C)Cc1ccccc1)OC(=O)c1ccc2c(c1)OCCO2 (stereo not given)	-0.6
O=C(NC1CCCCCCC1)c1ccco1	-31.9
CN(C1CCS(=O)(=O)C1)S(=O)(=O)c1ccc(N2CCCC2=O)cc1 (stereo not given)	-41.1
CC1CC(C)CN(CCCn2c(=S)[nH]c3ccccc3c2=O)C1 (stereo not given)	-73.8
NC(=O)C1CCCN(S(=O)(=O)c2ccccc2)C1 (stereo not given)	19.4
COc1ccc(NC(=O)c2ccco2)cc1NC(=O)c1ccc(Br)o1	40.0
CNC(=O)Nc1cc(C(C)(C)C)no1	-1.9
CC(C)(C)OC(=O)NC(CCNC=C1C(=O)OC(C)(C)OC1=O)C(=O)O (stereo not given)	-7.9
Cc1nn(Cc2ccc(Cl)c(Cl)c2)c(C)c1NC(=O)c1cc(-c2ccco2)on1	-8.8
CCOC(=O)Nc1ccc(S(=O)(=O)NCc2ccccc2)cc1	1.1
COc1cc(OC)c(C2C(C#N)=C(N)Oc3cc(C)n(CCCN4CCOCC4)c(=O)c32)cc1OC (stereo not given)	7.4
O=C(CN1C(=O)CSC1=O)Nc1ccccc1N1CCOCC1	-24.0
O=C(NCC1CCCO1)c1sc(=S)n2c1[nH]c(=O)c1ccc(C(=O)N3CCCCC3)cc12 (stereo not given)	5.8
CNc1nnc(CSc2nc3ccccc3s2)s1	-1.9
CCCNC(=O)CN(C1CCCCC1)S(C)(=O)=O	3.4
O=C(Nc1cccc(C(F)(F)F)c1)c1cccnc1	-28.3
COc1ccc(O)c(C2NC(CC(C)C)(C(=O)O)C3C(=O)N(Cc4ccccc4)C(=O)C23)c1 (stereo not given)	-10.0
O=C(CCc1ccccc1)Nc1cccc(-c2nnc(-c3ccco3)o2)c1	50.7
COCCn1nnnc1C(CC(C)C)N1CCN(C(=O)c2ccco2)CC1 (stereo not given)	-13.0
O=C(CCn1c(=O)sc2ccccc21)Nc1nccs1	-3.1
FC(F)(F)c1cc(-c2ccccc2)nc(N2CCCCCC2)n1	-3.0
CC(C)(C)c1nc(NCC2CCCO2)c2nnn(Cc3ccccc3)c2n1 (stereo not given)	-23.9
COC(=O)c1c(NC(=O)c2cccs2)sc2c1CCCC2	1.8
CCN(CC)S(=O)(=O)c1cccc(-c2nnc(SCC(=O)c3cc(C)n(C4CC4)c3C)o2)c1	-12.8

Next structures
SMILES	GBA enhancer
Cc1ccc(N2CC(C(=O)Nc3ccncc3)CC2=O)cc1 (stereo not given)	0.4
Cc1ccc(-c2nn(C)c(=O)c3ccccc23)cc1CNS(C)(=O)=O	-12.2
CC(C)c1cc(NC(=O)CSc2nnc(-c3ccccc3F)n2C)on1	-4.2
COc1ccc2c3c(c(=O)oc2c1OCC(=O)C(C)(C)C)CCCC3	6.3
CN1CCN(C(=O)C2CCN(S(=O)(=O)c3cnc[nH]3)CC2)CC1	28.4
CCOC(=O)N1CCC(NC(=O)C2CCC(Cn3c(=O)[nH]c4ccccc4c3=O)CC2)CC1 (stereo not given)	5.5
Cc1csc(SCC(=O)Nc2ccccn2)n1	-23.6
CCOc1ccc(-n2cc(C(=O)N3CCC(C)CC3)c3cc(OC)c(OC)cc3c2=O)cc1	44.1
CCCC1=C(C(=O)OCC)C(c2cc(Cl)cc(OC)c2OCC(=O)OCC)NC(=O)N1 (stereo not given)	3.7
Cc1cc(C)n(-c2nc3c(c(=O)[nH]c(=O)n3C)n2CC(C)C)n1	2.6
Cc1ccc(Nc2nc(N)nc(CN3CCCCCC3)n2)c(C)c1	-16.1
CCOC(=O)c1cnc2c(C(=O)OC)cccc2c1NCc1ccco1	6.0
